# ULK1 inh: ULK1 kinase inhibitors, primary screen, biochemical, AlphaScreen; hit rate 1.9% among 30,000; Serine/threonine-protein kinase ULK1 (Homo sapiens), O75385; AID 1259251, 2017; AlphaScreen Atg13 phosphorylation by ULK1, luminescence; inhibition, % at 5.96 µM; in the data active = inhibition above about 43%;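 note: 0% = median of compound wells and 100% = no enzyme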
# ASK1 inh: ASK1 kinase inhibitors, primary screen, biochemical, AlphaScreen; inhibition, % at 7.44 µM; AlphaScreen MKK6 phosphorylation by ASK1, luminescence; Mitogen-activated protein kinase kinase kinase 5 (Homo sapiens), Q99683; hit rate 0.99% among 22,000; in the data active = inhibition above about 35%;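 note: 0% = median of compound wells and 100% = no enzyme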
# Target sequence (Q99683 whole entry, looked up): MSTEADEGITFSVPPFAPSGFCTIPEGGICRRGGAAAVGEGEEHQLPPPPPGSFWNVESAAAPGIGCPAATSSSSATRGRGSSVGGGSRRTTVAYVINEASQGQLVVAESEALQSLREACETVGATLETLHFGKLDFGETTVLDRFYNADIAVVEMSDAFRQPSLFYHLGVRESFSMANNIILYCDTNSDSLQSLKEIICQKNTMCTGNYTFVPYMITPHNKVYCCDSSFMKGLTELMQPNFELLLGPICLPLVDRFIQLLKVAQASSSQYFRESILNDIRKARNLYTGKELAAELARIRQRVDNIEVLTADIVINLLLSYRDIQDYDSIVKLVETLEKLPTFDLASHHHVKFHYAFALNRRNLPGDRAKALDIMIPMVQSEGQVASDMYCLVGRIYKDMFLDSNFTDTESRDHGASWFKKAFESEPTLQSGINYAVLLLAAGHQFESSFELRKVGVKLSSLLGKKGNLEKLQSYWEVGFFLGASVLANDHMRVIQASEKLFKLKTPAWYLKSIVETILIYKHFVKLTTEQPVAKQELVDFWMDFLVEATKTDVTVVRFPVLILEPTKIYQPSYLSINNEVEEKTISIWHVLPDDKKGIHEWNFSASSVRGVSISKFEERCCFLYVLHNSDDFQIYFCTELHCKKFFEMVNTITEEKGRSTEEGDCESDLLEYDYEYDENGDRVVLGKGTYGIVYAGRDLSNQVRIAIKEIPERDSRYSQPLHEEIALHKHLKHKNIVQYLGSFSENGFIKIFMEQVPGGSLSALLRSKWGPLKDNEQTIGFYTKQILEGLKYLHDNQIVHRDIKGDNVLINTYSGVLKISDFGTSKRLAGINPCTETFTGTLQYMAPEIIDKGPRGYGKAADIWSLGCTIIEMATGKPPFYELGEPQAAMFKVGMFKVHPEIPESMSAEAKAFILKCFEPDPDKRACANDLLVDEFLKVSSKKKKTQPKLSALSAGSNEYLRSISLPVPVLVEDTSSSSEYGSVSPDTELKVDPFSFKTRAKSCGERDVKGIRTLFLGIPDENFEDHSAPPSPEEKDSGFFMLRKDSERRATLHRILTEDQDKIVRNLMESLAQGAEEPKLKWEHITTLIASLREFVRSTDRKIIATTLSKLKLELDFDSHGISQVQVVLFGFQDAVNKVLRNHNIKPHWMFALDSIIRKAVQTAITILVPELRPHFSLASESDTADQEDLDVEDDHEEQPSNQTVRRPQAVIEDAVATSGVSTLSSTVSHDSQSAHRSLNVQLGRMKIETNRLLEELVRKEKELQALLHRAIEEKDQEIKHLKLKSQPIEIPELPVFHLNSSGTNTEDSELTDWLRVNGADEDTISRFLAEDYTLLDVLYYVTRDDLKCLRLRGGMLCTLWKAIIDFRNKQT
# An asterisk follows results filed as active; . = no result given; & = joins results of further samples. An unsorted share of the library, and some 2.2% of all compounds hit somewhere here.
no.	ULK1 inh	ASK1 inh	SMILES
1	-1	-7	O=C(NCCN1CCOCC1)c1cnc(-c2ccccc2)s1
2	-13	-8	Cc1ccc(-c2ncn(-c3ccc(Nc4nccc(-c5cc(F)cc(N6CCOCC6)c5)n4)cc3)n2)cn1
3	-4	.	COc1ccc(-c2cnc(Oc3ccc(NC(C)=O)cc3)nc2)cc1
4	-2	2	COc1ccc(-c2nc(C(=O)NCCN(C(C)C)C(C)C)cs2)cc1
5	0	-1	CN(C)c1cccc(Nc2nccc(NC3CC3)n2)c1
6	15	-4	O=C(NCCCN1CCCC1=O)c1cccc(Nc2ncccn2)n1
7	-6	.	Cc1cccc[n+]1CC(=O)OCC12CC3CC(CC(C3)C1)C2
8	13	22	COc1ccc(Nc2ncc(Cl)c(Nc3ccccc3-c3ccn(C)n3)n2)cc1
9	-1	-6	COc1ccc(CCNc2ccnc(Nc3nc4ccccc4n3C)n2)cc1
10	-8	.	Cc1ccc(C)c(COc2cccc3ccc(N4CCC(C(N)=O)CC4)nc23)c1
11	-3	.	COc1ccc(C(=O)NNC(=O)C(=O)NC2CCCCC2)cc1
12	3	.	O=C1c2cccc(O)c2CCN1Cc1ccccc1

# Looked up above:
# `COc1ccc(Nc2ncc(Cl)c(Nc3ccccc3-c3ccn(C)n3)n2)cc1` | ASK1 inh: 22
# `O=C(NCCCN1CCCC1=O)c1cccc(Nc2ncccn2)n1` | ULK1 inh: 15

# Quoted at random: five records from the list
no.	ULK1 inh	ASK1 inh	SMILES
6	15	-4	O=C(NCCCN1CCCC1=O)c1cccc(Nc2ncccn2)n1
12	3	.	O=C1c2cccc(O)c2CCN1Cc1ccccc1
9	-1	-6	COc1ccc(CCNc2ccnc(Nc3nc4ccccc4n3C)n2)cc1
7	-6	.	Cc1cccc[n+]1CC(=O)OCC12CC3CC(CC(C3)C1)C2
10	-8	.	Cc1ccc(C)c(COc2cccc3ccc(N4CCC(C(N)=O)CC4)nc23)c1

# (cont.)
no.	ULK1 inh	ASK1 inh	SMILES
13	-2	-4	Cn1cnnc1-c1ccc(Nc2ncc(F)c(-c3cc(N4CCOCC4)cc(C(F)(F)F)c3)n2)cc1
14	2	-3	c1cc(Nc2nc(NCCN3CCOCC3)c3ncn(C4CCCCC4)c3n2)ccn1
15	28	0	CC(C)n1cnc2c(N)nc(Nc3ccc4ncccc4c3)nc21
16	-2	22	COc1ccc2c(c1)CC(c1nc3ccc(-c4ccnc(N)c4)cc3[nH]1)CO2 (centres undefined)
17	-13	-2	COc1ccc(-c2nc(NCCCN3CCCC3=O)c3ncn(C4CCCCC4)c3n2)cn1
18	0	.	CC(C)(C)Cc1nnc(NC(=O)Cc2ccc(F)cc2)s1
19	4	-9	Cc1noc(C)c1-c1nc(NCc2cccc(C(F)(F)F)c2)c2ncn(-c3ccccc3)c2n1
20	-11	.	CS(=O)(=O)c1ccc(N2CCN(C(=O)C3CCCCC3)CC2)cc1
21	18	-3	COc1ccc(CCNc2ncnc3nc(Nc4ccncc4)[nH]c23)cc1
22	-4	.	O=C(Nc1cccc2cccnc12)C12CC3CC(CC(C3)C1)C2
23	1	-7	CC(C)N(CCNC(=O)c1csc(-c2ccccc2)n1)C(C)C
24	8	-7	Cc1cnc(N2CCCC2CO)nc1NC1CC1 (centres undefined)
25	21	-32	c1cc(-n2ccc(-c3ncn[nH]3)n2)cc(Nc2ccc(N3CCOCC3)cc2)n1
26	-7	-7	CC(C)(C)OC(=O)N1CCC[C@H]1C(=O)NC1CCC(Nc2ccc3[nH]ncc3c2)CC1 (some centres undefined)
27	-5	-5	CC(C)n1c(Nc2ccccn2)nc2c(NCc3nc4ccccc4[nH]3)ncnc21
28	-7	-25	O=C(Cc1cccc(Br)c1)N1CCN(c2ccc3cnccc3c2)CC1
29	-13	3	COc1ccc(-c2ncc(C(=O)Nc3cc(OC)c(OC)c(OC)c3)s2)cc1
30	7	-3	CCCNC(=O)c1ccc2nc(-c3ccc(N4CCN(C)CC4)cc3)sc2c1
31	1	.	CC(=O)OCC(CCn1cnc2cnc(N)nc21)COC(C)=O
32	0	9	CCN(CC)C(=O)C1CCCN(c2nc(NCCCN3CCCC3=O)nc(N(CC)CC)n2)C1 (centres undefined)
33	-9	-16	COc1ccc(CCNc2ccnc(Nc3nccc4ccccc34)n2)cc1
34	-1	4	COc1ccc2c(c1)CC(C(=O)Nc1ccc(-c3cn[nH]c3)cc1C(=O)NCC#N)CO2 (centres undefined)
35	-12	4	NCCC(=O)NC(C(=O)Nc1nc2ccc(-c3cn[nH]c3)cc2s1)c1ccc(Cl)cc1 (centres undefined)
36	10	.	COc1ccc(N2CCn3c(SCC(=O)Nc4ccc(Cl)cc4)nnc32)cc1
37	1	4	COc1cccc(CN(CCO)C(=O)Nc2ccc(-c3cn[nH]c3)cc2OCCO)c1
38	-2	.	COc1ccc(NC(=O)Cn2c(=O)n(Cc3ccc(F)cc3)c(=O)c3ncccc32)c(OC)c1
39	6	.	CN1C(=O)NC2(CCN(CC(=O)NCCc3ccccc3)CC2)C1=O
40	-18	-1	COc1ccc(-c2nc(C(=O)NCCN3CCOCC3)cs2)cc1
41	0	-6	CCCNC(=O)c1cccc(-c2cccs2)n1
42	1	-14	OC1CCCN(c2ccnc(Nc3ccc(N4CCOCC4)cc3)c2)C1 (centres undefined)
43	-14	.	Cc1ccccc1OCC(O)Cn1c(NCCN)nc2c1c(=O)n(C)c(=O)n2C (centres undefined)
44	4	12	CN(C)CCCOc1cc(-c2cn[nH]c2)c(F)cc1NC(=O)C1COc2ccc(Cl)cc2C1 (centres undefined)
45	-10	2	Cc1cnc(-c2csc3ccccc23)nc1Nc1ccc(Oc2ccccc2)cc1
46	7	5	c1ccc(CNc2nc(Nc3ccc4ncccc4c3)nc3nc[nH]c23)cc1
47	-4	.	O=C(NC(O)C(F)(F)C(F)(F)C(F)(F)C(F)F)c1ccccc1 (centres undefined)
48	-6	-17	Cc1noc(C)c1-c1cccc(C(=O)NCCc2ccc(O)cc2)n1
49	5	-2	Nc1nc(NCCO)cc(Nc2ccncn2)n1
50	0&6	-8&7	Nc1nc(Nc2ccccc2)cc(NC2CCN(Cc3ccccc3)CC2)n1
51	3	.	NC(=NC(=O)c1ccccc1)C1=C(O)CCC1=O
52	3	-9	c1ccc(CN2CCC(Nc3nc(Nc4ccncn4)nc4c3ncn4C3CCCCC3)CC2)cc1
53	-6	-6	c1ccc(-n2cnc3c(Nc4ccc(N5CCOCC5)cc4)nc(Nc4cnccn4)nc32)cc1
54	5	-15	Nc1nc(NCCOc2ccccc2)cc(NC2CCN(Cc3ccccc3)CC2)n1
55	13	.	CCCCCCCC(=O)OCC(O)CO (centres undefined)
56	-5	6	O=C1CCCN1CCn1cnc2c(NCCc3ccc(O)cc3)nc(Nc3ccccc3)nc21
57	10	8	Cc1ccc(-c2ccnc(Nc3cc(NC(=O)c4ccc(CN5CCN(C)CC5)cc4)ccc3C)n2)cn1
58	-18	13	O=C(NCCOc1ccccc1)c1ccc2nc(-c3ccc(C(=O)NC4CC4)cc3)sc2c1
59	7	-1	CC(=O)Nc1ccc(Nc2cc(C)nc(NCc3cccnc3)n2)cc1
60	4	-1	c1ccc(Nc2nc(Nc3ccc4c(c3)OCO4)c3[nH]cnc3n2)cc1
61	-6	-10	FC(F)(F)c1ccc(Nc2cc(NCc3cccc(C(F)(F)F)c3)ncn2)cc1
62	-42	-7	CC(C)N(CCNc1nc(Nc2ccc(C(F)(F)F)cc2)nc2c1ncn2Cc1ccc(C(F)(F)F)cc1)C(C)C
63	-7	.	CC1CCC(NC(=O)N(CCCl)N=O)CC1 (centres undefined)
64	2	-17	O=C(O)c1ccccc1Nc1ccnc(NC2CCNCC2)c1
65	23	25	Cc1cnc(N2CCc3ccccc3C2)nc1Nc1ccc(N2CCOCC2)cc1
66	-40	.	OC1CCN(c2cc(-c3ccccc3F)nc(-c3ccccc3)n2)CC1
67	-8	-7	COc1ccc(-c2nc(C(=O)NCCO)cs2)cc1
68	5	8	O=C(Cc1cn(-c2ccc(N3CCOCC3)nn2)c2ccccc12)NC1CCN(Cc2ccccc2)CC1
69	7	.	CCc1nnc(-c2cc3ccccc3n2CC(=O)NCc2ccc3c(c2)OCO3)o1
70	1	.	CC(C)(C)c1ccc(C(O)CCCN2CCC(C(O)(c3ccccc3)c3ccccc3)CC2)cc1 (centres undefined)
71	0	-2	Cc1cnc(Nc2ccncn2)nc1NCCO
72	8	1	Fc1ccc(-c2cnc3ccc4ccncc4c3c2)cc1

# Exported with each value named: 2 of the compounds above
67: COc1ccc(-c2nc(C(=O)NCCO)cs2)cc1
- ULK1 inh = -8
- ASK1 inh = -7
70: CC(C)(C)c1ccc(C(O)CCCN2CCC(C(O)(c3ccccc3)c3ccccc3)CC2)cc1 (centres undefined)
- ULK1 inh = 1
- ASK1 inh = .

# Carrying on.
no.	ULK1 inh	ASK1 inh	SMILES
73	8	.	CCN(CC)c1ccc(/C=C(/C#N)C(=O)NC(C)C)o1
74	-4	.	CN1C(=O)NC2(CCN(CC(=O)Nc3ccccc3F)CC2)C1=O
75	-2	-9	COc1cc(NC(=O)c2csc(Nc3cc(OC)c(OC)c(OC)c3)n2)cc(OC)c1OC
76	-13	-15	COc1ccc(-c2cc(Nc3cc(OC)c(OC)c(OC)c3)nc(N)n2)cn1
77	-11	18	c1ccc(OCCNc2nc(N3CCN(c4ccccn4)CC3)nc3c2ncn3-c2ccccc2)cc1
78	0	-3	COc1ccc(-c2cccc(C(=O)NCCc3ccc(O)cc3)n2)cn1
79	12	-12	CC(=O)Nc1ccc(Nc2nc(N3CCN(Cc4ccc5c(c4)OCO5)CC3)ncc2C)cc1
80	73*	15	COc1cc(Nc2ncc(C)c(Nc3ccccc3)n2)cc(OC)c1OC
81	31	5	CC(=O)Nc1ccc(Nc2nc(-c3ccc(C(=O)NC4CC4)cc3)nc3nc[nH]c23)cc1
82	-31	11	Oc1ccc(CCNc2nc(-c3cccs3)nc3c2ncn3C2CCCCC2)cc1
83	2	-1	COc1cc(-c2ccc3nc([C@H](N)Cc4cccc(F)c4)[nH]c3c2)ccn1
84	10	.	CC(=O)Nc1c([N+](=O)[O-])sc2ccccc12
85	-6	13	CCNc1nc(C)cc(Nc2cc(OC)c(OC)c(OC)c2)n1
86	-47	14	COc1ccc2c(c1)CC(c1nc(Nc3cn[nH]c3)c3cc(OC)ccc3n1)CO2 (centres undefined)
87	-2	1	CCN(CC)C(=O)C1CCCN(c2nc(N)c3ncn(C(C)C)c3n2)C1 (centres undefined)
88	14	.	N[C@H](Cc1ccccc1)C(=O)O
89	12	13	CCNc1nc(Nc2ccc(NC(C)=O)cc2)c2ncn(-c3ccsc3)c2n1
90	-4	-9	N[C@@H](Cc1ccccc1)c1nc(-c2ccncc2)no1
91	-6	-8	c1ccc(CNc2nc(-c3ccc(N4CCOCC4)nc3)nc3nc[nH]c23)cc1
92	-14	.	CN(CCC#N)CC1Cc2ccccc2O1 (centres undefined)
93	-1	.	Cn1c(=O)c2c(nc(N3CCC(C(N)=O)CC3)n2Cc2ccccc2)n(C)c1=O
94	-12	1	CC(=O)c1cccc(-c2cc(NCCOc3ccccc3)nc(N)n2)c1
95	-21	8	O=C(Nc1nc2ccc(-c3cn[nH]c3)cc2s1)C1COc2ccc(F)cc2C1 (centres undefined)
96	-7	.	Cc1cc(NC(=O)S(=O)(=O)c2ccccc2)ccc1NC(=O)c1ccco1
97	-11	12	c1ccc(N2CCN(c3nc(NC4CC4)c4ncn(C5CCCCC5)c4n3)CC2)nc1
98	3	7	CCCNc1cc(NC2CCN(Cc3ccccc3)CC2)nc(N)n1
99	-15	18	NC(=O)c1ccc(-c2cccc(C(=O)Nc3ccc(Oc4ccccc4)cc3)n2)cc1
100	-24	6	O=C1CCCN1CCn1cnc2c(Nc3ccccc3)nc(Nc3ccc(C(F)(F)F)cc3)nc21
101	-9	.	Cc1cnc(CNc2cc(-c3cncc(-c4ccccc4)c3)nc(C)n2)cn1
102	1	11	O=C(NCCOc1ccccc1)C1CCN(c2ccc(NCc3cccnc3)nn2)CC1
103	-7	-1	CCN(CC)C(=O)C1CCCN(c2nc(C)cc(NCCN(C(C)C)C(C)C)n2)C1 (centres undefined)
104	0	6	O=C(C(O)c1ccc(Cl)cc1)N1CCCC(Nc2ccc3[nH]ncc3c2)C1 (centres undefined)
105	10	-1	CC(C)N(CCNC(=O)c1cccc(Nc2cnccn2)c1)C(C)C
106	-10	.	O=C(CNC(=O)C1CCCCC1)OCC(=O)c1ccc(Br)cc1
107	4	-13	Cc1cc(NCc2nc3ccccc3[nH]2)nc(Nc2ncccn2)n1
108	-15	.	COC(=O)CNC(=O)CNS(=O)(=O)c1ccc([N+](=O)[O-])cc1
109	-3	7	COc1ccc(-c2ncc(C(=O)NCCOc3ccccc3)s2)cc1
110	1	3	CN1CCN(C(=O)c2ccc(-c3nc(NCc4cccnc4)c4ncn(C5CCCCC5)c4n3)cc2)CC1

# A draw from above in order of molar mass, rising.
no.	ULK1 inh	ASK1 inh	SMILES
108	-15	.	COC(=O)CNC(=O)CNS(=O)(=O)c1ccc([N+](=O)[O-])cc1
98	3	7	CCCNc1cc(NC2CCN(Cc3ccccc3)CC2)nc(N)n1
104	0	6	O=C(C(O)c1ccc(Cl)cc1)N1CCCC(Nc2ccc3[nH]ncc3c2)C1 (centres undefined)

# Screening results deposited in PubChem by The Scripps Research Institute Molecular Screening Center.
